KKLEB cytotox: cytotoxicity in KKLEB CF airway cells, primary screen, cytotoxicity control for CF NF-kB inhibitor project, cell-based, uHTS, fluorescence assay plates | KKLEB CF airway cells viability, ATPlite luminescence, overnight; hits give low values; cells stimulated with P. aeruginosa culture filtrate | activity change (cytotoxicity), % at 5 µM | hit rate 0.36% among 360,000 | AID 602141, 2011;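 active means corrected activity change at or below -50% at 5 µM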
COUP-TFII inh: NR2F2 transcriptional activity inhibitors, primary screen, cell-based, luciferase reporter, HEK293T, luminescence; COUP transcription factor 2 (Homo sapiens), P24468; inhibition, % at 8.6 µM; HEK293T NGFI-A luciferase reporter; AID 686940, 2013; hit rate 0.7% among 370,000;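 active means inhibition above a per-plate cutoff, mean inhibition of test wells between control levels plus 3 SD, cut at about 38% in these data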;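 further: cells cotransfected with COUP-TFII expression vector driving the NGFI-A reporter; 0% = median of COUP-TF2 test wells and 100% = reporter-only cells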
SRC3 inh: SRC3 coactivator transcriptional activity inhibitors, primary screen, cell-based, luminescence; Nuclear receptor coactivator 3 (Homo sapiens), Q9Y6Q9; HEK293 GAL4-SRC3 luciferase reporter; inhibition, % at 3.6 µM; hit rate 0.17% among 360,000; AID 588352, 2011;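 active means inhibition above a per-campaign cutoff, the mean of all compounds plus 3 SD, cut at about 60% in these data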;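 further: 0% = DMSO-treated cells and 100% = gossypol-treated cells at 36 µM; higher means less SRC3-driven luciferase light from the GAL4 reporter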
LMP1 NFkB inh: EBV LMP1-driven NF-kappaB luciferase reporter inhibitors, primary screen, cell-based, luminescence, single point; LMP1-induced NF-kappaB luciferase reporter cells; inhibition, % at 12.5 µM; hit rate 0.69% among 350,000; AID 504558, 2011; in the data active means inhibition above about 41%;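 further: 0% = neutral control wells and 100% = reference inhibitor control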
SRC2 inh: inhibition of GAL4-SRC2 driven luciferase reporter, primary screen, SRC2 inhibitor project, cell-based, luminescence; inhibition, % at 9 µM; hit rate 0.17% among 370,000; HEK293 GAL4-SRC2 luciferase reporter;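 active means inhibition above the mean inhibition of all tested compounds plus 3 SD, set per campaign, cut at about 52% in these data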;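 further: 0% = DMSO treated cells and 100% = cells given Gossypol at 36 µM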
TRAIL sens C8: viability loss with TRAIL in NB7+C8 cells, primary screen, TRAIL sensitizer project, cell-based, ATPlite luminescence | inhibition (viability loss, TRAIL sensitization), % at 10 µM | hit rate 1% among 360,000 | AID 624354, 2012;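 active means compounds causing at least 50% loss of cell viability in the single-dose screen, relative to plate controls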
TROY NFkB inh: inhibitors of TROY-driven NF-kB signaling, primary screen, Q293 LMP1-TROYcd cells, NF-kB luciferase, uHTS; Q293 LMP1-TROYcd NF-kB luciferase reporter, 4 h; inhibition, % at 10 µM; hit rate 0.98% among 360,000; AID 1347056, 2019;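 active means compounds whose plate-normalised and pattern-corrected inhibition of the luciferase reporter signal at the single screening dose is 50% or more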
TWEAK-Fn14 inh: inhibitors of TWEAK-Fn14 signaling, primary screen, luciferase reporter cells, uHTS. TWEAK-stimulated Fn14 reporter cells, luciferase luminescence, 8 h. inhibition, % at 10 µM. hit rate 2% among 360,000; in the data active means inhibition above about 50%
CF NFkB inh: inhibitors of PAF-induced NF-kB signaling, primary screen, cell-based, GFP fluorescence, uHTS | KKLEB NF-kB-GFP reporter, GFP fluorescence overnight | inhibition, % at 5 µM | hit rate 0.86% among 360,000 | AID 588850, 2011;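 active means at least 50% inhibition at 5 µM, scaled per plate between neutral and stimulator controls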;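 further: PAF is a Pseudomonas aeruginosa culture filtrate used as stimulus; plate controls were PAF-stimulated DMSO wells for no effect and unstimulated DMSO wells for full effect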
LRH-1 inv ag: LRH-1 (NR5A2) inverse agonists, primary screen, cell-based, luminescence, HEK293T, StAR-luciferase reporter. hit rate 0.13% among 360,000. LRH-1 transfected, 24 h. inhibition, % at 3.6 µM;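 active means inhibition above the mean inhibition of all tested compounds plus 3 SD, cut at about 73% in these data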;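 further: 0% = DMSO wells and 100% = reporter-only cells lacking LRH-1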
SRC1 inh: SRC1 coactivator transcriptional activity inhibitors, primary screen, cell-based, luminescence | hit rate 0.12% among 360,000 | inhibition, % at 3.6 µM | Nuclear receptor coactivator 1 (Homo sapiens), Q15788 | AID 588354, 2011 | HEK293 GAL4-SRC1 luciferase reporter;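 active means inhibition above the campaign mean plus 3 SD, with each screening campaign given its own cutoff, cut at about 60% in these data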;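 further: 0% = DMSO treated cells and 100% = gossypol at 36 µM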
* marks the source's active call; other numbers are inactive results; . = not tested or not shown.

SMILES | KKLEB cytotox | COUP-TFII inh | SRC3 inh | LMP1 NFkB inh | SRC2 inh | TRAIL sens C8 | TROY NFkB inh | TWEAK-Fn14 inh | CF NFkB inh | LRH-1 inv ag | SRC1 inh
CC(C)CNC(=S)N1CCN(C(c2ccccc2)c2ccccc2)CC1 | 2.1 | -1.8 | 4.8 | -20.2 | 7.7 | -3.1 | -2.8 | 20.2 | -1.4 | -7.0 | 10.8
COc1c(Cl)cc(Cl)cc1/C=C/C(=O)c1ccc(NC(=O)c2cccs2)cc1 | -82.1* | -24.4 | 39.8 | -46.5 | -18.8 | -13.9 | 3.0 | 79.5* | 87.5* | -14.6 | -8.5
CCc1ccccc1NC(=O)c1ccc(Cn2cc([N+](=O)[O-])cn2)cc1 | 3.0 | 10.8 | 16.1 | 5.1 | -8.7 | -8.4 | -2.5 | 0.7 | -3.3 | -0.3 | 0.8
Cc1cc(Cl)ccc1OCC(=O)OCC(=O)Nc1ccc(Cl)cn1 | -6.2 | 2.4 | 7.2 | -28.2 | -0.3 | -9.0 | -16.1 | -3.4 | -3.1 | 3.1 | 1.7
COc1ccc(NS(=O)(=O)c2ccc(NC(=O)c3ccc(Br)cc3)cc2)nn1 | -10.1 | 14.3 | 10.4 | 16.0 | -13.8 | 21.1 | -4.6 | -10.8 | 19.2 | -16.8 | -7.8
N/C(=N\OC(=O)c1ccccc1[N+](=O)[O-])c1cccnc1 | 4.7 | -32.7 | -25.3 | -9.9 | -65.8 | -14.9 | -79.1 | -29.4 | -16.5 | 10.6 | -40.6
Cc1ccc2nc3c(cc2c1)c(C)nn3-c1ccccc1 | 2.7 | 12.3 | -64.4 | -12.0 | -0.8 | -14.4 | 2.9 | -3.5 | 0.0 | 1.0 | -12.9
COc1ccc(C(=O)c2cn[nH]c2-c2cc(Cl)ccc2O)cc1 | -0.8 | 0.6 | 10.2 | -2.3 | 8.1 | -0.5 | 9.2 | 29.1 | 23.7 | -5.8 | 14.7
COc1ccc(CCNC(=O)CSc2nc(=O)[nH]c3c2CCC3)cc1OC | 7.7 | 15.7 | -0.8 | -2.1 | -20.0 | -16.0 | -20.1 | -2.0 | -17.7 | 18.6 | 6.8
Cc1cc(C)c(C#N)c(Sc2nc(C)c([N+](=O)[O-])c(C)c2C#N)n1 | -27.5 | 2.1 | 24.2 | . | 35.9 | 29.3 | 49.4 | 82.0* | 7.8 | 45.1 | -3.1
NS(=O)(=O)c1ccc(NC(=O)COC(=O)c2cc(Cl)ccc2[N+](=O)[O-])cc1 | 4.2 | 5.8 | 8.8 | -1.5 | 8.1 | 6.2 | 1.3 | -12.3 | -20.3 | -12.3 | -9.8
Cc1ccc(S(=O)(=O)N(C)C)cc1NC(=O)C(C)Sc1ccccc1 (stereo not drawn) | -4.4 | -8.2 | 12.9 | -5.5 | -8.2 | -10.1 | 0.9 | -13.8 | 3.1 | 5.7 | -10.8
Nc1c(C(=O)Nc2ccccc2Cl)nnn1-c1ccc2c(c1)OCCO2 | -1.7 | -39.0 | -106.6 | -29.4 | -32.5 | 43.4 | -28.9 | -9.3 | 20.5 | -88.4 | -74.1
Cc1ccc(Nc2nc(N)nc(CN3CCN(Cc4ccc5c(c4)OCO5)CC3)n2)cc1Cl | -9.0 | 8.7 | 4.1 | -3.6 | 7.7 | 14.0 | 15.8 | 49.1 | 3.4 | 12.9 | -12.0
Cc1onc(-c2c(F)cccc2Cl)c1C(=O)NC1=NCCS1 | -5.0 | 11.0 | 1.2 | 15.2 | -3.7 | -5.1 | -10.3 | 3.5 | -1.4 | 5.3 | 3.0
COc1ccccc1OCCNC(=O)C(CCSC)NS(=O)(=O)c1ccccc1F (stereo not drawn) | 5.0 | -2.7 | -0.4 | -4.3 | -2.9 | 4.9 | -6.7 | 25.3 | 7.0 | 9.7 | -12.4
Cc1cccc(C2=NN(c3ccccc3)[C@@H](C(=O)N3CCOC3=O)[C@@H]2c2ccccc2)c1 | 13.9 | 10.7 | 0.5 | -6.4 | -5.5 | -4.5 | 1.6 | 27.3 | -5.3 | -6.3 | -11.5
O=C(CN(C1CCCCC1)S(=O)(=O)c1ccc(Br)cc1)NCc1ccncc1 | -0.3 | -1.5 | 15.2 | 4.8 | 4.0 | -4.9 | -4.6 | 6.4 | 2.7 | -4.0 | 0.5
CCOC(=O)C1(Cc2ccccc2C)CCCN(C(=O)COC)C1 (stereo not drawn) | 3.4 | -8.0 | -53.6 | -6.8 | -14.9 | -8.8 | -25.3 | 0.3 | 0.8 | -3.2 | -47.8
CCOC(=O)c1c(N)nn(C(=O)C(C)C)c1-c1ccc(OC)cc1 | 5.4 | 2.7 | 3.5 | 5.5 | 4.5 | -6.3 | 2.2 | 9.2 | 1.8 | -7.7 | 13.5
O=C(Cn1[nH]c(=O)c2ccccc2c1=O)NC1CCCCCC1 | 0.5 | -7.1 | -55.3 | -9.3 | -105.3 | 8.0 | -5.1 | -16.9 | -1.7 | -66.5 | -28.8
Cc1ccc(NC(=O)c2ccc3c(=O)n4c(nc3c2)CCCCC4)nc1 | 11.5 | -8.8 | -37.1 | -3.6 | -32.1 | 19.5 | -62.9 | -8.8 | -9.8 | -29.9 | -53.8
Cc1ccc(CC(=O)NC2CCN(Cc3ccccc3)CC2)cc1 | -5.2 | 4.3 | -0.4 | -2.0 | -19.3 | 3.4 | -7.7 | -15.4 | -4.3 | -3.5 | -17.1
Nc1c(C(=O)NCCc2ccccc2)nnn1Cc1ccc(Br)cc1F | -1.2 | -22.3 | 16.2 | 0.2 | 5.9 | 3.1 | 13.5 | -10.4 | 15.6 | 10.8 | 9.5
CC(C)c1nc(CNC(=O)C2CCC(=O)N(Cc3ccc(Cl)cc3)C2)no1 (stereo not drawn) | -1.9 | -15.6 | -16.4 | 1.6 | -9.7 | -3.2 | -15.3 | -15.8 | -2.1 | -21.3 | -4.0

Next section:
SMILES | KKLEB cytotox | COUP-TFII inh | SRC3 inh | LMP1 NFkB inh | SRC2 inh | TRAIL sens C8 | TROY NFkB inh | TWEAK-Fn14 inh | CF NFkB inh | LRH-1 inv ag | SRC1 inh
O=C(c1cccnc1)N(Cc1ccccc1)C1(C(=O)Nc2ccccc2)CCCCC1 | -2.1 | -4.8 | -1.9 | 9.9 | 11.1 | -1.9 | -22.6 | -8.6 | 20.4 | 1.6 | 1.4
O=C(c1ccc2c(c1)OCO2)N1CCNc2ccccc2C1 | 4.7 | 4.2 | 24.9 | -1.1 | -2.1 | 5.4 | 8.3 | -0.6 | 1.5 | -13.2 | -1.5
CCOc1ccccc1C1NC(=O)NC(C)=C1C(=O)OCc1ccccc1 (stereo not drawn) | 6.4 | 21.1 | 0.9 | -0.3 | 8.7 | 3.9 | 14.8 | -0.9 | 9.6 | -23.6 | 6.2
CCOC(=O)C(=O)Nc1nnc(C2CCCCC2)s1 | -5.6 | -28.2 | -12.8 | 0.5 | -3.0 | -5.9 | -11.0 | -5.1 | 3.2 | 3.1 | -8.8
CCCOc1ccc(N2C(=O)CC(N3CCN(C(=O)c4ccco4)CC3)C2=O)cc1 (stereo not drawn) | -5.9 | 1.7 | 9.5 | -2.3 | -0.8 | -5.2 | -21.8 | -1.4 | -4.3 | -10.1 | -4.3
CC(C)NS(=O)(=O)c1cc(F)ccc1CN1C(=O)c2cccnc2C1=O | 2.6 | 15.7 | -3.9 | 2.5 | 5.3 | -0.8 | 0.4 | -5.1 | -10.4 | 19.4 | 6.1
CCOC(=O)Nc1nn(-c2ccc(C)cc2)c(=O)c(C#N)c1C | -4.9 | 6.2 | 17.7 | 1.2 | -32.4 | 28.1 | 3.1 | 3.0 | 8.2 | 16.2 | -1.9
COc1ccc2nc(C)cc(SCC(=O)N3CCCCC3)c2c1 | 2.8 | -14.5 | -1.9 | 9.5 | -9.6 | -6.0 | 12.2 | 3.0 | 6.9 | -16.7 | -27.1
O=C(COC(=O)c1cnccn1)c1cccc([N+](=O)[O-])c1 | 12.8 | 5.3 | 9.7 | -3.1 | -1.9 | -7.7 | -6.9 | -13.2 | 14.5 | -3.5 | -0.3
COc1cc(C#Cc2c(-c3cncn3C)n(C)c3ccc(-c4ccc(CN5CCOCC5)cc4)cc23)cc(OC)c1 | -17.5 | 12.5 | -11.2 | -34.8 | 1.0 | 6.3 | -19.0 | -25.2 | 32.2 | -0.2 | -25.4
Cc1ccc(NC(=O)CN2C(=O)S/C(=C\c3cc(Cl)c(OCC(=O)O)c(Cl)c3)C2=O)cc1 | -4.1 | 2.6 | -2.7 | 2.9 | -11.1 | 6.8 | 5.3 | 23.3 | 20.5 | 8.3 | 13.9
Cc1ccc(NCC2(N=Cc3ccccc3)OC(CO)C(O)C2O)cc1 (stereo not drawn) | -13.9 | -0.7 | -3.7 | 5.6 | -31.3 | -1.0 | -13.2 | 19.2 | 40.8 | -13.0 | -10.5
CC1=NN(Cc2ccccc2)C(=O)/C1=C\c1ccc(N(C)C)cc1 | -0.2 | -11.2 | 21.0 | -4.3 | 0.4 | 14.8 | 2.0 | -22.6 | 32.9 | 18.5 | -3.0
Cc1nn(C)c(C)c1NC(=O)COc1ccc(Cl)cc1 | 2.2 | 32.9 | 23.1 | 4.7 | 15.8 | -1.2 | 16.3 | 13.7 | 12.7 | 21.7 | 5.2
Cc1ccc(-c2nnc3n2N=C(c2ccccc2)CS3)cc1 | 2.8 | 2.5 | 4.6 | -0.9 | 0.8 | 4.5 | -5.2 | -21.6 | -24.3 | 9.7 | 0.5
O=C(O)CN1C(=O)/C(=C\c2cc(Br)ccc2OCc2ccc(Cl)cc2Cl)SC1=S | 8.5 | . | -0.4 | -2.4 | . | 1.4 | 87.3* | 3.5 | -5.9 | 5.5 | -27.2

Profiles, quoted from the list. Values in the order: KKLEB cytotox | COUP-TFII inh | SRC3 inh | LMP1 NFkB inh | SRC2 inh | TRAIL sens C8 | TROY NFkB inh | TWEAK-Fn14 inh | CF NFkB inh | LRH-1 inv ag | SRC1 inh
CCOC(=O)Nc1nn(-c2ccc(C)cc2)c(=O)c(C#N)c1C in the list: -4.9 | 6.2 | 17.7 | 1.2 | -32.4 | 28.1 | 3.1 | 3.0 | 8.2 | 16.2 | -1.9
COc1cc(C#Cc2c(-c3cncn3C)n(C)c3ccc(-c4ccc(CN5CCOCC5)cc4)cc23)cc(OC)c1 in the list: -17.5 | 12.5 | -11.2 | -34.8 | 1.0 | 6.3 | -19.0 | -25.2 | 32.2 | -0.2 | -25.4
Cc1ccc(-c2nnc3n2N=C(c2ccccc2)CS3)cc1 in the list: 2.8 | 2.5 | 4.6 | -0.9 | 0.8 | 4.5 | -5.2 | -21.6 | -24.3 | 9.7 | 0.5

High-throughput results: PubChem, several laboratories
